SARS 3CLpro inh – SARS-CoV 3CLpro protease inhibitors, primary screen, biochemical, quenched FRET. actives 0.14% (n = 290,000). AID 1706, 2009. recombinant SARS-CoV 3CLpro, quenched FRET peptide cleavage. inhibition, % at 6 µM; in the data active = inhibition above about 12%
TcdB inh – TcdB glycohydrolase inhibitors, primary screen, biochemical, single point, plate reader. Toxin B (Clostridioides difficile), P18177. TcdB glycohydrolase enzymatic assay. inhibition, % at 9.99 µM. actives 0.24% (n = 350,000); in the data active = inhibition above about 10%
Target sequence (P18177 whole entry, looked up): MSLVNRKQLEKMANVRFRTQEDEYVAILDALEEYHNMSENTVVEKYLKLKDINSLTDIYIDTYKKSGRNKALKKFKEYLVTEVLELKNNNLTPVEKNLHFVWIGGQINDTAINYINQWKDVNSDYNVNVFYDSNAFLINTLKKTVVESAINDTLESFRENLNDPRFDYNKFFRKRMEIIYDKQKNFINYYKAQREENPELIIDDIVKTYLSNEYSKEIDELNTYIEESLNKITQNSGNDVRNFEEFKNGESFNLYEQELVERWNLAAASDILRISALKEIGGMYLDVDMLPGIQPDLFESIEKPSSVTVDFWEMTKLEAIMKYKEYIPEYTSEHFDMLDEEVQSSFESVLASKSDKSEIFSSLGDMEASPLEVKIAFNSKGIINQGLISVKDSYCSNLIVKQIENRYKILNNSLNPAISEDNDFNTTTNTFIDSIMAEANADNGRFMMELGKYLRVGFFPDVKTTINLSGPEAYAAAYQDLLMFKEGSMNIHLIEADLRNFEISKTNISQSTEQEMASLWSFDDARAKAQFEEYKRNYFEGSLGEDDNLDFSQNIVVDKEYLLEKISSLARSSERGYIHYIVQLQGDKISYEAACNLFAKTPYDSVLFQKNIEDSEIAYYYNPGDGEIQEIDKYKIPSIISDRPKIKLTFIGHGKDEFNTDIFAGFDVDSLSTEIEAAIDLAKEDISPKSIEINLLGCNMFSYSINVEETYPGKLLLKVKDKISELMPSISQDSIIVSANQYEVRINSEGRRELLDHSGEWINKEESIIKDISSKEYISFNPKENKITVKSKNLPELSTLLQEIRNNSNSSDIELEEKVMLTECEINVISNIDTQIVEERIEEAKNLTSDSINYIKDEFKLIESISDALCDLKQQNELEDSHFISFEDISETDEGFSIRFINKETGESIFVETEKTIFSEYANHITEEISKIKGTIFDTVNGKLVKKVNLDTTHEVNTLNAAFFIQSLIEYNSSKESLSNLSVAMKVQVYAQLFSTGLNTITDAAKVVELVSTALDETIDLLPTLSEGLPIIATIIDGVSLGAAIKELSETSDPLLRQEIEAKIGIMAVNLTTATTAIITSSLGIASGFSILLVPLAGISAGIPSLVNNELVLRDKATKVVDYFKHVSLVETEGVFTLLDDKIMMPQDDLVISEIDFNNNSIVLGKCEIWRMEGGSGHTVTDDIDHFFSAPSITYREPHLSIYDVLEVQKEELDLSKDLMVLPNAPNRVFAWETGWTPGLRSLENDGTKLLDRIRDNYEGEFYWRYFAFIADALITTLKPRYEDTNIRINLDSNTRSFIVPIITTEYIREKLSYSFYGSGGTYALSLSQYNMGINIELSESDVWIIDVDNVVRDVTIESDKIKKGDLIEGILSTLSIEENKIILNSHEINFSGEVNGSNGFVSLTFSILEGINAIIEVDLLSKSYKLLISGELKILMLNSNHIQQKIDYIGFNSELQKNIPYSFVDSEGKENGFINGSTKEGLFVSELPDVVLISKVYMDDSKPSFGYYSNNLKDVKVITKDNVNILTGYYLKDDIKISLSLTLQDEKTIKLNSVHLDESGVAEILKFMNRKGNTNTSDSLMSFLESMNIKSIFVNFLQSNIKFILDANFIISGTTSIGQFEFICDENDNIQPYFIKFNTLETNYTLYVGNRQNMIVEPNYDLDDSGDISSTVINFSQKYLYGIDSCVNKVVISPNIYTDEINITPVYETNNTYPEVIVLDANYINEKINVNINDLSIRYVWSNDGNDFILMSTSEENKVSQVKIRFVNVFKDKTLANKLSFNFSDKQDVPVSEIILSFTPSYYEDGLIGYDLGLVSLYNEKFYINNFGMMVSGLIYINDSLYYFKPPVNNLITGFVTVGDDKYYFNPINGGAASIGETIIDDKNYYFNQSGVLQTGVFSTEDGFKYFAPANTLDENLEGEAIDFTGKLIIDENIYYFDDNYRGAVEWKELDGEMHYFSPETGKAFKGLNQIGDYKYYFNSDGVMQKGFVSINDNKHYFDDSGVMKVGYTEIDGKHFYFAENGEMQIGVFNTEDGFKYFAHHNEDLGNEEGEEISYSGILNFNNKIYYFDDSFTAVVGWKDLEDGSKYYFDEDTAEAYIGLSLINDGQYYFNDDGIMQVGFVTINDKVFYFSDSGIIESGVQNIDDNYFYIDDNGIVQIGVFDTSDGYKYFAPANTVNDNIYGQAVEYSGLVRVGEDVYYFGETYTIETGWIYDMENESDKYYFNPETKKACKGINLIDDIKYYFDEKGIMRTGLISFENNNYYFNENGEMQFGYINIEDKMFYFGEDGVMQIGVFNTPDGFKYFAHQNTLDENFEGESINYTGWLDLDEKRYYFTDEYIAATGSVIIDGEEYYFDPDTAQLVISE
BoNT A protease – BoNT/A light chain protease inhibitors, primary screen, biochemical, flow cytometry, MLPCN library | Botulinum neurotoxin type A light chain protease (Clostridium botulinum A str. ATCC 3502) | multiplex microsphere protease substrate cleavage | inhibition, % at 10 µM | actives 0.17% (n = 360,000); note: plate controls were buffer without enzyme for full effect and enzyme alone for no effect
SSB-PriA inh – inhibitors of Klebsiella pneumoniae PriA binding to SSB C-terminal tail, primary screen, biochemical, AlphaScreen. PriA–SSB C-terminal tail interaction (Klebsiella pneumoniae). AlphaScreen SSBct-PriA binding, biotinylated peptide. inhibition, % at 33 µM. AID 1272365, 2023. actives 0.6% (n = 430,000); in the data active = inhibition mostly above about 37%, no sharp cut-off; inactive = mostly below about 20%;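 note: plate controls were negative control peptide for no effect and reference peptide for full effect; strong numbers were not always called active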
DUSP3 inh – VHR1 phosphatase inhibitors, primary screen, biochemical, absorbance, uHTS | Dual specificity protein phosphatase 3 (Homo sapiens), P51452 | recombinant VHR phosphatase, pNPP absorbance | actives 0.52% (n = 290,000) | inhibition, % at 13.3 µM; in the data active = inhibition above about 50%; note: some compounds called inactive have numbers as strong as hits
PfHsp40 yeast – rescue of yeast from PfHsp40 toxicity, primary screen, S. cerevisiae, ATP luminescence | AID 504582, 2011 | growth rescue, % at 12.5 µM | actives 0.68% (n = 340,000) | S. cerevisiae expressing PfHsp40, growth rescue; in the data active = growth rescue above about 28%, passing the limit was not always enough; inconclusive = no clear call, values can overlap the other calls;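 note: yeast W303a lacking pdr1 and pdr3 grown in galactose medium; growth measured after three days at 30 °C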
Vc quorum ag – inducers of Vibrio cholerae quorum light production without autoinducers, primary screen, BH1578 luxS cqsA deficient, single point | V. cholerae BH1578 lux reporter, luminescence, 6 h | activation, % at 18.7 µM | actives 0.16% (n = 350,000); in the data active = activation mostly above about 9.7%, no sharp cut-off; inconclusive = no clear call, values can overlap the other calls; inactive = mostly below about 3.7%; note: not every result past the cut was called active; inactives centre near 0; reference of the scale not given here
CCHFV vOTU inh – CCHFV vOTU protease inhibitors, primary screen, biochemical, Pep-AMC substrate, fluorescence | Crimean-Congo hemorrhagic fever virus L polyprotein viral ovarian tumor (vOTU) protease … | inhibition, % at 11.5 µM | actives 0.55% (n = 370,000); in the data active = inhibition above about 30%; note: 0% = vehicle wells with enzyme and 100% = no enzyme wells
Anthrax LF prot – Bacillus anthracis LF protease inhibitors, primary screen, biochemical, multiplex microsphere, MLPCN library; Lethal factor (Bacillus anthracis), P15917; multiplex microsphere protease cleavage assay; inhibition, % at 10 µM; actives 0.12% (n = 360,000); AID 588501, 2011; note: plate controls were buffer without enzyme for full effect and enzyme alone for no effect
Yp Topo-I inh – Yersinia pestis topoisomerase I inhibitors, primary screen, biochemical, cleavage product accumulation, plate reader, single point; Y. pestis Topo-I cleavage product accumulation; activity, % at 10 µM; actives 0.064% (n = 360,000); AID 504884, 2011; in the data active = activity above about 50%, passing the limit was not always enough; inconclusive = no clear call, values can overlap the other calls; note: inactives centre near 2
An asterisk follows results filed as active. Cut-off read from the data, not from the text of the source, unless noted: active = inhibition above about 30%; inconclusive = no clear call, values can overlap the other calls; inactive = below that.

What do the screens show for `COc1ccccc1N1CCN(C(=O)CN(Cc2ccc(Cl)cc2)S(C)(=O)=O)CC1`?
SARS 3CLpro inh: 0.0; TcdB inh: 1.1; BoNT A protease: -1.4; SSB-PriA inh: 9.6; DUSP3 inh: -0.2; PfHsp40 yeast: -0.5; Vc quorum ag: 6.2; CCHFV vOTU inh: 0.0; Anthrax LF prot: -1.9; Yp Topo-I inh: 15.5

How did COCCn1c(=S)[nH]c2cc(C(=O)N3CCN(c4cccc(Cl)c4)CC3)ccc2c1=O do in these assays?
SARS 3CLpro inh: 11.2; TcdB inh: 0.0; BoNT A protease: -0.9; SSB-PriA inh: -10.0; DUSP3 inh: 7.8; PfHsp40 yeast: 1.2; Vc quorum ag: 0.7; CCHFV vOTU inh: 10.3; Anthrax LF prot: -2.1; Yp Topo-I inh: 18.1

Results for Cc1cc(C(C)(C)CC(C)(C)C)ccc1OCCOCC[N+](C)(C)Cc1ccccc1 ?
TcdB inh: 7.4; BoNT A protease: -1.6; SSB-PriA inh: 1.7; PfHsp40 yeast: inconclusive; Vc quorum ag: -0.4; CCHFV vOTU inh: 18.5; Anthrax LF prot: -11.6; Yp Topo-I inh: -27.4

What do the screens show for `O=C1CNC(=O)c2cc(Cl)ccc2N1`?
TcdB inh: 1.1; BoNT A protease: -0.4; Vc quorum ag: -0.6; CCHFV vOTU inh: 5.5; Anthrax LF prot: -0.8; Yp Topo-I inh: 5.0

How did COc1ccccc1-n1c(CCC(=O)O)ccc1-c1ccccc1 do in these assays?
SARS 3CLpro inh: -5.4; TcdB inh: 10.6*; BoNT A protease: 1.9; SSB-PriA inh: -20.4; DUSP3 inh: 14.9; PfHsp40 yeast: 0.1; Vc quorum ag: inactive; CCHFV vOTU inh: -2.8; Anthrax LF prot: -8.2; Yp Topo-I inh: -15.2

What do the screens show for `COc1ccccc1Nc1nnc(C)c(=O)[nH]1`?
SARS 3CLpro inh: -1.7; BoNT A protease: -0.8; SSB-PriA inh: -6.0; DUSP3 inh: 17.5; PfHsp40 yeast: 1.4; Vc quorum ag: inactive; CCHFV vOTU inh: 7.7; Anthrax LF prot: -1.3; Yp Topo-I inh: 12.8

How did CCc1ccc2n(-c3ccc(OC)cc3)c([S-])c(C(=O)Nc3cc(C)cc(C)c3)[n+]2c1 do in these assays?
SARS 3CLpro inh: -1.0; TcdB inh: 1.5; BoNT A protease: 3.7; SSB-PriA inh: 1.5; DUSP3 inh: -12.6; PfHsp40 yeast: -0.7; Vc quorum ag: -4.8; CCHFV vOTU inh: 7.1; Anthrax LF prot: -6.2; Yp Topo-I inh: 7.1

How did COc1ccc(Cn2c(C)nc3c(c2=O)c2nc4ccccc4nc2n3Cc2ccco2)cc1 do in these assays?
TcdB inh: 2.9; BoNT A protease: 0.6; SSB-PriA inh: -11.4; PfHsp40 yeast: 0.4; Vc quorum ag: -0.5; CCHFV vOTU inh: 12.3; Anthrax LF prot: -6.2; Yp Topo-I inh: 7.5

How did N[C@@H](CO)c1cn([C@@H](Cc2cc3ccccc3[nH]2)C(=O)N2CCNCC2)nn1 do in these assays?
TcdB inh: 1.4; BoNT A protease: 0.9; SSB-PriA inh: -4.4; DUSP3 inh: 3.5; PfHsp40 yeast: 0.4; Vc quorum ag: inactive; CCHFV vOTU inh: -12.1; Anthrax LF prot: -7.5; Yp Topo-I inh: -4.8

What do the screens show for `CCc1ccc(-c2nc(C)c(CCO)c(=O)[nH]2)cc1`?
SARS 3CLpro inh: -1.6; TcdB inh: -0.1; BoNT A protease: -0.1; SSB-PriA inh: 2.4; DUSP3 inh: 43.6; PfHsp40 yeast: -2.8; Vc quorum ag: 0.4; CCHFV vOTU inh: 1.2; Anthrax LF prot: 0.3; Yp Topo-I inh: 7.0

Results for CN(C)c1ccc(/C=C(\C#N)c2ccccn2)cc1 ?
SARS 3CLpro inh: -0.9; BoNT A protease: 0.8; SSB-PriA inh: -66.5; DUSP3 inh: 14.1; PfHsp40 yeast: -1.7; Vc quorum ag: 3.5; CCHFV vOTU inh: 11.0; Anthrax LF prot: -1.2; Yp Topo-I inh: 1.5

What do the screens show for `Cn1c(=O)[nH]c(=O)c2c1nc(N1CCN(C(c3ccccc3)c3ccccc3)CC1)n2CCO`?
SARS 3CLpro inh: -2.6; TcdB inh: -2.0; BoNT A protease: -0.1; SSB-PriA inh: -1.4; DUSP3 inh: -2.4; PfHsp40 yeast: -1.7; Vc quorum ag: -0.3; CCHFV vOTU inh: -1.2; Anthrax LF prot: -12.2; Yp Topo-I inh: 50.0

Results for Cc1cccc(NC(=S)N2CCCCCC2)c1 ?
SARS 3CLpro inh: 0.1; BoNT A protease: 0.7; SSB-PriA inh: -5.9; DUSP3 inh: -5.7; PfHsp40 yeast: 2.3; Vc quorum ag: 0.0; CCHFV vOTU inh: -19.5; Anthrax LF prot: 0.5; Yp Topo-I inh: -5.8

Results for CCCN(CCC)S(=O)(=O)c1ccc(C(=O)Nc2nnc(COC)o2)cc1 ?
SARS 3CLpro inh: 6.7; TcdB inh: -0.4; BoNT A protease: -1.4; SSB-PriA inh: -0.7; DUSP3 inh: 12.9; PfHsp40 yeast: 0.4; Vc quorum ag: -0.5; CCHFV vOTU inh: -6.0; Anthrax LF prot: 2.5; Yp Topo-I inh: -2.8

Results for CC(C)=NN1C(=O)c2ccccc2NC1(C)C ?
SARS 3CLpro inh: -7.1; TcdB inh: -0.9; BoNT A protease: inconclusive; SSB-PriA inh: -8.1; DUSP3 inh: -8.5; PfHsp40 yeast: -0.3; Vc quorum ag: -1.3; CCHFV vOTU inh: -22.1; Anthrax LF prot: -12.6; Yp Topo-I inh: 2.0

Results for c1csc(CN2CCN(Cc3cccs3)C2c2cccs2)c1 ?
SARS 3CLpro inh: 0.4; BoNT A protease: 0.0; SSB-PriA inh: -5.8; DUSP3 inh: 12.9; PfHsp40 yeast: 0.8; Vc quorum ag: inactive; CCHFV vOTU inh: 8.9; Anthrax LF prot: -0.3; Yp Topo-I inh: 2.4

What do the screens show for `Cc1cccc(OCC(=O)O/N=C(\N)c2ccc(Br)cc2)c1`?
SARS 3CLpro inh: 0.3; TcdB inh: -1.5; BoNT A protease: -1.5; SSB-PriA inh: inactive; DUSP3 inh: -12.6; PfHsp40 yeast: 0.8; Vc quorum ag: -0.7; CCHFV vOTU inh: 9.9; Anthrax LF prot: -13.5; Yp Topo-I inh: 5.6

How did O=C(CSc1nc2cc(Cl)ccc2s1)N1CCN(C(=O)c2ccco2)CC1 do in these assays?
SARS 3CLpro inh: -0.7; BoNT A protease: 0.1; SSB-PriA inh: -11.9; DUSP3 inh: 17.1; PfHsp40 yeast: -0.1; Vc quorum ag: -0.1; CCHFV vOTU inh: 6.5; Anthrax LF prot: 4.5; Yp Topo-I inh: 38.9

What do the screens show for `COC(=O)N/N=C/c1ccc(OCCSc2ccc(Cl)cc2)c(OC)c1`?
SARS 3CLpro inh: 4.4; BoNT A protease: -2.7; DUSP3 inh: 1.5; PfHsp40 yeast: 4.3; Vc quorum ag: -0.2; CCHFV vOTU inh: -1.1; Anthrax LF prot: -4.9; Yp Topo-I inh: 4.2

What do the screens show for `CCN(C(=O)c1cccc(F)c1)c1ccccc1C`?
SARS 3CLpro inh: -4.2; BoNT A protease: -0.1; SSB-PriA inh: -1.4; DUSP3 inh: -15.6; PfHsp40 yeast: -0.6; Vc quorum ag: -0.3; CCHFV vOTU inh: -14.3; Anthrax LF prot: 8.1; Yp Topo-I inh: 6.3

Results for CN1CC(c2ccccc2)Oc2ccccc2C1=S (stereo unspecified) ?
TcdB inh: 0.0; BoNT A protease: -1.1; SSB-PriA inh: -11.4; PfHsp40 yeast: -0.5; Vc quorum ag: -0.5; CCHFV vOTU inh: -7.3; Anthrax LF prot: -4.4; Yp Topo-I inh: 4.5

What do the screens show for `CN(c1cccc(NC(=O)CSc2ccc(Cl)cc2)c1)S(C)(=O)=O`?
SARS 3CLpro inh: 1.6; BoNT A protease: -0.4; SSB-PriA inh: -16.3; DUSP3 inh: 29.6; PfHsp40 yeast: -1.2; Vc quorum ag: -0.5; CCHFV vOTU inh: -14.3; Anthrax LF prot: -0.8; Yp Topo-I inh: -3.2

What do the screens show for `Cc1cc2c(C)nc(Cc3ccccc3)nc2o1`?
SARS 3CLpro inh: 1.6; BoNT A protease: 0.6; SSB-PriA inh: 2.7; DUSP3 inh: -31.1; PfHsp40 yeast: 0.4; Vc quorum ag: -3.6; CCHFV vOTU inh: 3.6; Anthrax LF prot: 2.9; Yp Topo-I inh: -1.5

How did CNC(=O)c1cc(Nc2nnc(-c3ccc(C)c(S(N)(=O)=O)c3)c3ccccc23)ccc1OC do in these assays?
SARS 3CLpro inh: -2.3; TcdB inh: 1.9; BoNT A protease: -0.3; SSB-PriA inh: -3.0; DUSP3 inh: 33.4; PfHsp40 yeast: 2.1; Vc quorum ag: inactive; CCHFV vOTU inh: 1.8; Anthrax LF prot: -5.2; Yp Topo-I inh: 4.4

How did COc1ccc(-n2nnnc2C(c2ccccc2OC(F)(F)F)N2CCC(n3c(=O)[nH]c4ccccc43)CC2)cc1 (stereo unspecified) do in these assays?
TcdB inh: 0.8; BoNT A protease: -0.4; CCHFV vOTU inh: 21.4; Anthrax LF prot: 0.0

Results for CCS(=O)(=O)c1ccc2oc(SCC(=O)NCc3ccccc3)nc2c1 ?
SARS 3CLpro inh: 2.2; TcdB inh: -0.5; BoNT A protease: 0.3; SSB-PriA inh: -12.8; DUSP3 inh: 23.4; PfHsp40 yeast: 0.1; Vc quorum ag: -0.4; CCHFV vOTU inh: 8.6; Anthrax LF prot: -2.2; Yp Topo-I inh: -2.7

How did O=C(NCCCc1ccc(F)cc1)C1CCC(=O)N(CC2CCCCC2)C1 (stereo unspecified) do in these assays?
SARS 3CLpro inh: -2.1; TcdB inh: -0.1; BoNT A protease: 0.1; SSB-PriA inh: -9.9; DUSP3 inh: 10.5; PfHsp40 yeast: -0.3; Vc quorum ag: inactive; CCHFV vOTU inh: 4.8; Anthrax LF prot: 0.1; Yp Topo-I inh: 21.8

What do the screens show for `COc1ccc(CCNC(=O)COC(=O)COc2ccc(Cl)cc2)cc1OC`?
SARS 3CLpro inh: 5.7; TcdB inh: -0.6; BoNT A protease: -2.3; SSB-PriA inh: -7.9; DUSP3 inh: 16.0; PfHsp40 yeast: -0.1; Vc quorum ag: -2.2; CCHFV vOTU inh: 2.2; Anthrax LF prot: -0.6; Yp Topo-I inh: 1.2

How did O=S(=O)(c1ccc(Cl)cc1)N1CCC(O)(CN2CCN(Cc3ccccc3)CC2)CC1 do in these assays?
SARS 3CLpro inh: -2.9; TcdB inh: 0.5; BoNT A protease: -0.4; SSB-PriA inh: -21.0; DUSP3 inh: 29.4; Vc quorum ag: -0.1; CCHFV vOTU inh: -1.5; Anthrax LF prot: 2.1; Yp Topo-I inh: 26.5

What do the screens show for `Cc1ccc(S(=O)(=O)n2cccc2/C=C/[N+](=O)[O-])cc1`?
TcdB inh: 0.1; BoNT A protease: 0.5; Vc quorum ag: inactive; CCHFV vOTU inh: 9.7; Anthrax LF prot: -5.9; Yp Topo-I inh: 5.0

Assay outcomes (PubChem BioAssay)

This is a subset. The share of hits here may be higher or lower than overall.
